Screening data: PubChem, several laboratories
T cell modulator: T cell immune modulation candidate; 2C CD8+ T cell-vesicle binding, flow cytometry; active compounds read low; calls only at 7 µM; actives 0.068% (n = 330,000); AID 2052;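 active means response, share of CD8 T cells binding vesicles, and their 90th percentile fluorescence all below set limits, cut at about 80% in these data, passing the limit was not always enough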
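Also added: QL9-peptide-loaded Drosophila micro-vesicles bearing Ld, ICAM-1 and B7-1; Test system: purified 2C TCR transgenic mouse naive CD8+ T cells; Measured by: cytometric PE anti-B7-1 and Alexa647 anti-CD8 signals after 1% paraformaldehyde fixation; Timing: binding step 1.5 h, 37 °C, antibody labelling 20 min, ice.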
Insulin prom up: MIN6 insulin promoter up-regulation. actives 0.3% (n = 190,000). AID 1625. MIN6 insulin promoter-GFP reporter, high-content imaging; active compounds read high. z-score at 5 µM;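 active means z-score above 3 at 5 µM with at least 500 cells counted in the well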
MT stabilizer: microtubule stabilizers in HeLa cells. HeLa tubulin immunostaining HCS, 24 h; share of cells brighter than vehicle mean+2SD. % tubulin-high responders, % at 10 µM. actives 0.83% (n = 200,000);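 active means plate Z-score above 3 for both tubulin-high and condensed-nucleus cell shares, with cell loss under 80%, at 10 µM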;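 further: anti alpha tubulin signal scored within the nucleus-defined area of each cell; some results filed as inactive read as strong as hits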
human PMI inhibition: MPI enzyme activity inhibition – biochemical, fluorescence intensity, coupled assay, primary screen (AID 1209); inhibition, % at 20 µM, or IC50 in µM where a hit was titrated; actives 0.42% (n = 190,000); purified PMI enzyme, coupled fluorescence intensity; higher % means a stronger effect; in the data active means inhibition above about 50%;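 further: plate controls were DMSO vehicle for no effect and wells lacking substrate for full effect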
Dynein cargo inh: blocks dynein driven cargo transport along microtubules; 3617.4 mouse cells, GR-EGFP nuclear translocation imaging; test concentration mostly 20 µM; stimulated with dexamethasone, 1 µM; active compounds read low; z-score, hits read low; actives 0.47% (n = 220,000); AID 1381;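 active means plate z-score of nuclear minus cytoplasmic receptor signal below a set negative limit, without overly bright fluorescence or cell loss, cut at about -3.5 in these data, passing the limit was not always enough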;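 further: z-score of nuclear minus cytoplasmic ring GR-EGFP intensity difference per well; some compounds called inactive have numbers as strong as hits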
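Buffer or medium: Induction medium lacking tetracycline, stripped serum | Also added: Dexamethasone agonist, 1.0 µM final, for 30 min | Timing: 48 h induction, 1 h compound, 30 min dex at 37 °C | Detection: Formaldehyde fixation, Hoechst nuclear stain, 10x automated fluorescence imaging | Measure: Nuclear versus cytoplasmic GR-EGFP signal, averaged per well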
Myeloid diff MLP: compounds promoting myeloid differentiation; actives 1% (n = 360,000); AID 624256; calls only at 10 µM; ER-HoxA9 myeloid progenitors, lysozyme-GFP differentiation, flow cytometry;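 active means normalized GFP-positive differentiation at or above the plate's own cutoff, the solvent-only control mean plus 3 SD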;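 further: cells exposed to compound for four days before flow analysis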
TNAP activators: stimulation of alkaline phosphatase TNAP activity – biochemical, luminescent, no phosphate acceptor, uHTS, primary screen (AID 1001); purified TNAP, luminescent activation assay, no phosphate acceptor; higher activation fold means a stronger effect; one-dose activation fold at 20 µM; EC50 in µM for titrated hits; actives 0.03% (n = 200,000); in the data active means activation fold from about 3, or a potency from the dose series; inactive means the rest, 99 in 100 with activation fold below about 1.6; further: many of its hits are not listed in these tables
Hep lipid drop: modulators of hepatic lipid droplet formation | AML12 mouse hepatocytes, oleate lipid droplets, BODIPY imaging | inhibition, % at 6.5 µM | actives 0.4% (n = 240,000);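 active means lipid droplet intensity inhibited by at least 50%, with more than 500 cells counted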
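System: AML12 hepatocytes (mouse). Probe or stimulus: oleic acid at 100 µM to induce lipid droplet formation. Times: overnight treatment with compound plus oleate. Detection: Image-based BODIPY and DAPI two-channel analysis. Evaluation: percent inhibition of filter-corrected integrated lipid droplet intensity per well.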
b-catenin transl: modulators of beta-catenin nuclear translocation; nuclear translocation activity, % at 5 µM; AID 1665; actives 0.3% (n = 190,000); HeLa beta-catenin nuclear translocation, immunofluorescence imaging;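 active means nuclear translocation activity above 50% at 5 µM, with a well cell count of 50 or more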;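 further: per-cell ratio of nuclear to cytoplasmic median beta-catenin stain intensity; plate controls were DMSO negative control for no effect and GSK-3 inhibitor IX positive control for full effect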
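Test system: HeLa cells, endogenous beta-catenin; Compound: single 5 µM dose plus 0.02–20 µM confirmation series; Times: compound exposure 24 h at 37°C; Signal: fluorescence imaging of beta-catenin antibody stain plus DAPI; Read-out: % activation, nuclear-to-cytoplasmic median beta-catenin signal ratio per cell.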
Dynein cargo inh cytoplasmic EGFP: also measured in Dynein cargo inh; calls as there; z-score; measured here: cytoplasmic GR-EGFP intensity; active compounds read high
Dynein cargo inh nuclear GR-EGFP: second read-out of Dynein cargo inh, no call of its own (marks repeat the call); z-score; measured here: nuclear GR-EGFP intensity;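 lower value marks the stronger effect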
Dynein cargo inh cell count: second read-out of Dynein cargo inh, no call of its own (marks repeat the call); z-score; measured here: cell count per field
Insulin prom up cell count: recorded beside Insulin prom up, whose call it bears; cell count; measured here: cytotoxicity, nuclei count;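 total cells summed across four imaged fields per well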
Hep lipid drop cells 6.5 µM: also measured in Hep lipid drop; calls as there; cell count; measured here: cell count, cytotoxicity flag;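 cells counted across two imaged fields per well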
b-catenin transl cell count 5 µM: recorded beside b-catenin transl, whose call it bears; cell count; measured here: cell count, cytotoxicity flag
T cell modulator vesicle-bound %: also measured in T cell modulator; calls as there; double positive events, %; measured here: CD8+ vesicle-bound cell fraction;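 binding gate set so that unloaded-vesicle control wells show 10% double positive cells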
MT stabilizer Hoechst-high %: recorded beside MT stabilizer, whose call it bears; % Hoechst-high responders; measured here: nuclear condensation Hoechst responders;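 share of cells brighter than vehicle mean plus two SD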
MT stabilizer cytotoxicity %: second read-out of MT stabilizer, no call of its own (marks repeat the call); toxicity, %; measured here: cytotoxicity by cell density;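 0% = mean cell density of plate MIN control wells and 100% = no cells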
Myeloid diff MLP GFP+ MAC1+ %: second read-out of Myeloid diff MLP, no call of its own (marks repeat the call); GFP+ MAC1+ double positive, %; measured here: differentiation confirmed by MAC1 staining
Numbers without * were called inactive; i = inactive; . = no result given.

SMILES	T cell modulator	T cell modulator vesicle-bound %	Insulin prom up	Insulin prom up cell count	MT stabilizer	MT stabilizer Hoechst-high %	MT stabilizer cytotoxicity %	human PMI inhibition	Dynein cargo inh	Dynein cargo inh cytoplasmic EGFP	Dynein cargo inh nuclear GR-EGFP	Dynein cargo inh cell count	Myeloid diff MLP	Myeloid diff MLP GFP+ MAC1+ %	TNAP activators	Hep lipid drop	Hep lipid drop cells 6.5 µM	b-catenin transl	b-catenin transl cell count 5 µM
CN(C)/C=C/C(=O)c1ccc(-c2ccc(Cl)cc2Cl)o1	i	22.1	-0.02	1350	4.1	1.5	9.0	1.3%	0.865	-0.24	0.227	-0.831	i	0.3	1	4.0	628	4.2	836
Cc1cc(C)cc(C(=O)Nc2nnc(SCC(=O)N3CCCc4ccccc43)s2)c1	i	40.3	0.47	1418	4.1	2.2	5.8	17.7%	0.0568	-0.217	-0.108	-0.187	i	0.4	0.9	5.3	651	0.6	1025
CSc1ccccc1NC(=O)Cc1ccccc1	i	48.8	.	.	2.8	3.2	9.7	-0.9%	0.115	-0.164	-0.0536	-0.281	i	0.3	1.1	-0.9	703	-0.4	1511
NNC(=O)COc1ccc(C2SCCS2)cc1	i	43.3	-0.72	1153	4.5	3.4	7.3	-6.6%	-1.11	-0.338	-0.0766	1.24	i	1.4	1	5.0	704	2.1	1084
Cc1ccc(NC(=O)CSc2ccc(-c3ccco3)nn2)cc1	i	4.9	-0.45	1284	4.0	2.1	6.5	-8.9%	-0.0312	-0.283	0.0117	0.567	i	0.4	1	4.9	688	0.6	1078
O=C(Cc1ccccc1)N[C@@H](Cc1ccc(O)cc1)C(=O)O	.	.	-0.04	1019	.	.	.	.	-0.0156	-0.794	0.144	0.00898	.	.	.	12.1	731	2.4	1389
CCOc1ccccc1NC(=O)c1cccc(NC(=O)c2ccco2)c1	i	19.3	-0.89	799	40.9*	36.5*	61.3*	-7.4%	-0.37	-0.266	-0.208	-0.223	.	.	1.1	29.5	411	72.1*	214*
CCc1cccc2c(SC(C)C(=O)NCC3CCCO3)nc(-c3ccccc3)nc12 (stereo not drawn)	i	16.5	-0.21	1773	2.3	1.6	9.7	11.5%	-0.441	-0.0844	-0.384	-1.56	i	7.1	1	-20.5	665	-3.5	1156
COc1ccc(CN(C2CCCC2)S(=O)(=O)c2ccc(-n3cnnn3)c(OC)c2)cc1OC	i	25.3	0.07	1354	2.8	1.3	4.7	9.2%	0.512	-0.189	-0.0814	-1.21	i	1.8	1	7.4	605	1.0	955
C=C(C)c1cccc(C(C)(C)NC(=O)Nc2nncs2)c1	i	10.4	-0.6	1414	.	.	.	.	0.544	-0.298	0.192	0.129	i	0.2	.	-7.1	725	-1.2	1115
CC(C)(Oc1ccc(Cl)cc1)C(=O)NCc1ccncc1	i	22.1	-0.08	1642	3.2	0.5	19.5	13.6%	0.987	-0.194	0.655	0.583	i	1.0	1	-16.1	726	-0.8	1029
CCCC(C)C(=O)Nc1nc(C)c(-c2csc(Nc3ccccc3OC)n2)s1 (stereo not drawn)	i	31.8	-2.42	1071	17.3	15.0	6.9	22.0%	-0.254	-0.2	0.167	0.84	i	2.1	1	.	.	6.0	786
COc1ccc(C2=NN(C(=O)CSc3nc4ccccc4s3)C(c3ccc(F)cc3)C2)cc1 (stereo not drawn)	i	41.4	-1.4	1503	3.5	2.9	9.4	16.2%	0.946	-0.236	0.638	-0.73	i	0.3	1	-14.2	677	1.3	1031
CN(Cc1ccccc1)S(=O)(=O)c1ccc2c(c1)n(C)c(=O)c(=O)n2C	i	21.3	0.04	1034	.	.	.	.	0.794	-0.22	0.826	0.434	i	0.3	.	-1.8	810	0.7	1266
Cc1ccccc1-n1c(SCC(=O)N/N=C/c2c(C)nn(-c3ccccc3)c2C)nc2ccccc2c1=O	i	19.8	-0.83	1150	3.0	1.5	0.2	14.1%	0.846	-0.261	0.593	-0.352	i	0.3	1.2	17.5	610	1.1	885
Cc1ccc(-n2c(Cn3cnc4ccccc43)nnc2SCC(=O)O)cc1	i	12.5	0.36	1286	2.1	0.4	22.5	-29.5%	-0.176	-0.189	0.282	0.0147	i	0.7	1.1	10.0	728	-3.2	1210
COc1ccc(CCN(C)C(=S)NC(=O)c2ccc(F)cc2Cl)cc1OC	i	56.7	-0.53	1318	2.3	3.8	7.4	1.3%	1.22	-0.343	0.783	0.119	i	0.2	1.1	-2.6	733	-1.3	1069
O=c1cc(-c2cccc([N+](=O)[O-])c2)[nH][nH]1	i	38.5	0.05	1332	2.9	4.0	5.4	12.6%	-0.774	-0.309	-0.691	0.488	i	0.1	1	3.1	656	-1.3	512
CCc1ccc(C(=O)Nc2ccc(C)c(NS(C)(=O)=O)c2)cc1	i	16.3	-0.33	1140	.	.	.	.	-0.146	-0.264	0.529	-0.131	i	0.1	.	15.6	723	-0.3	1321
CN(Cc1cnccn1)Cc1ccccc1OCC(O)CN1CCc2ccccc2C1 (stereo not drawn)	i	49.3	2.03	1490	2.0	1.7	3.4	15.9%	1.14	0.046	0.391	-0.0648	i	0.4	1	9.5	758	-1.3	998
COc1cccc(/C=N/Nc2nnc3c(n2)[nH]c2ccccc23)c1OC	i	60.4	.	.	.	.	.	.	-1.06	-0.274	-0.475	0.649	i	0.3	.	-11.0	759	-0.9	1356
CCOC(=O)N(C)S(=O)(=O)c1ccccc1[N+](=O)[O-]	i	43.0	-0.15	1336	4.6	2.6	7.5	-16.0%	1.83	0.257	1.17	-1.69	i	0.4	1.1	-12.7	659	-1.8	1069
Cc1cc2nc(C(C)(C)C)cc(N)n2n1	i	60.7	-0.38	1437	2.1	3.9	8.8	6.3%	0.729	-0.29	0.607	-1.22	i	0.6	1.1	3.5	695	-0.1	1602
Clc1ccc(-c2nnc(CNC3CC3)o2)cc1	i	51.4	-0.21	1433	4.8	2.3	4.7	15.0%	-0.684	-0.224	-0.621	0.834	i	0.4	1.1	2.3	713	-2.1	1026
CC(=O)Nc1ccc2c(c1)CN(c1cc(C)ccc1C)CO2	i	57.7	-0.32	1370	3.0	3.2	12.7	4.6%	0.543	-0.25	0.204	-0.667	i	0.4	1.1	4.3	606	-1.9	1108
Cc1cccc(NC(=O)CSc2nc(NS(=O)(=O)c3ccccc3)cc(=O)[nH]2)c1	i	30.9	.	.	2.0	2.4	6.7	-1.9%	-0.462	-0.338	-0.185	0.822	i	0.7	1.1	-13.1	700	0.2	1037
CC1CC1C(=O)OCC(=O)NC(=O)NC12CC3CC(CC(C3)C1)C2 (stereo not drawn)	i	29.1	-1.22	1421	4.1	1.9	8.8	0.5%	0.278	-0.182	0.177	0.628	i	1.0	1.1	2.4	698	-1.1	1149
CC(=O)Nc1c2c(nn1-c1ccc(C)cc1C)CSC2	i	25.3	0.03	1891	3.0	1.6	6.4	7.7%	-1.03	-0.224	-1.11	-0.209	i	1.4	1.1	-13.3	642	-5.1	1166
Nc1nc(C(F)(F)F)cc(=O)n1N	i	60.8	0.3	1237	11.4	2.4	5.9	-5.8%	-1.45	-0.28	-0.303	1.42	i	0.3	1.1	25.3	685	2.8	1098
COc1ccccc1CNC(=O)c1ccccc1OC	i	27.7	0.01	971	1.1	1.3	7.0	-4.5%	0.226	-0.365	-0.137	0.508	i	8.3	1	0.7	838	.	.
COc1cc(C(c2sc3nc(C)nn3c2O)N2CCN(c3ccccc3)CC2)cc(OC)c1OC (stereo not drawn)	i	34.0	-1.18	1114	2.8	2.7	10.0	-4.0%	-1.96	0.227	-0.476	10.7	i	3.3	1	8.5	723	-2.2	1140
O=C1Nc2ccccc2N(O)N1c1cc(-c2ccccc2)[nH]n1	i	45.9	0.41	1592	4.2	2.6	8.2	4.5%	0.266	-0.236	0.0117	0.581	i	0.3	0.2	-1.9	540	0.9	977
Cc1nn2c(C)c(C(=O)Nc3ccccc3)cnc2c1C#N	i	38.0	-0.4	836	1.3	1.9	6.8	-5.8%	-0.594	-0.0579	-0.191	0.325	i	1.1	1.1	-15.6	727	-2.7	1242
CCOC(=O)N1CCC(Nc2ncnc3c2cnn3-c2ccc(Cl)cc2)CC1	.	.	-0.08	1166	4.3	2.0	4.1	12.5%	0.96	-0.166	0.635	0.407	i	6.9	1.1	-4.1	687	.	.
